Assay outcomes from PubChem BioAssay.
P. falciparum M17LAP: P. falciparum M17LAP inhibitors, primary screen, biochemical, fluorogenic H-Leu-NHMec substrate, 1536-well (AID 1619); inhibition, % at 30 µM, or IC50 in µM where a hit was titrated; actives 0.38% (n = 220,000); recombinant M17LAP, H-Leu-NHMec fluorogenic kinetic assay; higher % means a stronger effect;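 active = compound inhibiting the enzyme by more than half at any dose during confirmatory dose-response retesting; inconclusive = strong single-dose inhibitors picked by rank but not retested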;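 note: plate controls were full reaction with DMSO carrier for no effect and no enzyme background for full effect; strong numbers were not always called active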
NOD1 NF-kB reporter: inhibition of NOD1-driven NF-kB reporter – cell-based, luminescence, uHTS, primary screen (AID 1578). actives 1% (n = 290,000). NOD1-driven NF-kB luciferase reporter cells, luminescence; higher % means a stronger effect. inhibition, % at 4 µM, or EC50 in µM where a hit was titrated; in the data active = inhibition mostly above about 36%, no sharp cut-off; inactive = mostly below about 34%;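 note: HEK-293T reporter cells stimulated with the NOD1 agonist gamma-tri-DAP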
KOR beta-arrestin-1: kappa opioid receptor activators – cell-based, luminescence, uHTS, primary screen (AID 1777); KOR beta-arrestin recruitment, luminescence; higher % means a stronger effect; actives 0.02% (n = 280,000); one-dose activation, % at 10 µM; EC50 in µM for titrated hits; in the data active = activation above about 50%, passing the limit was not always enough; note: a part of the inactive calls stands beside numbers as strong as those of hits
Dynein transport: blocks dynein driven cargo transport along microtubules; 3617.4 mouse cells, GR-EGFP nuclear translocation imaging; test concentration mostly 20 µM; stimulated with dexamethasone, 1 µM; stronger effect = lower value; z-score, hits read low; actives 0.47% (n = 220,000); AID 1381;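 active = plate z-score of nuclear minus cytoplasmic receptor signal below a set negative limit, without overly bright fluorescence or cell loss, cut at about -3.5 in these data, passing the limit was not always enough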;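 note: z-score of nuclear minus cytoplasmic ring GR-EGFP intensity difference per well; some compounds called inactive have numbers as strong as hits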
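medium = tetracycline-free induction medium containing charcoal-stripped FBS | also added = 1.0 µM final dexamethasone stimulus | schedule = 48 h induction, 1 h compound, 30 min dex at 37 °C | technique = fixed, Hoechst-stained cells imaged at 10x for EGFP | measure = GR-EGFP nuclear translocation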
AID2073: disruptors of CaV2.2 binding to Mint1 – biochemical, HTRF (AID 2073); HTRF protein-protein interaction, Mint1-CaV2.2; higher % means a stronger effect; inhibition, % at 20 µM, or IC50 in µM where a hit was titrated; actives 0.19% (n = 290,000); in the data active = inhibition mostly above about 51%, no sharp cut-off; inconclusive = no clear call, values can overlap the other calls; inactive = mostly below about 53%; note: some results filed as inactive read as strong as hits
KOR beta-arrestin-2: kappa opioid receptor blockers – cell-based, luminescence, uHTS (AID 1778). actives 0.091% (n = 290,000). KOR beta-arrestin recruitment, luminescence, antagonist mode; higher % means a stronger effect. inhibition, % at 10 µM, or IC50 in µM where a hit was titrated; note: strong numbers were not always called active
HEK293 NOD2/NF-kB: NOD2 signaling inhibitors, cell-based, luminescence, uHTS, HEK293 (AID 1566). HEK293 NOD2/NF-kB luciferase reporter, luminescence; higher % means a stronger effect. one-dose inhibition, % at 4 µM; EC50 in µM for titrated hits. actives 0.63% (n = 290,000); note: many of its hits are not listed in these tables
GPR55 activation: selective activators of receptor GPR55 – imaging, U2OS cells, beta-arrestin-GFP redistribution, primary screen (AID 1961); U2OS GPR55 beta-arrestin-GFP redistribution imaging; higher % means a stronger effect; actives 0.048% (n = 290,000); activation, % at 10 µM, or EC50 in µM where a hit was titrated;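 active = activation above 40% with more than 50 cells counted in the well; inconclusive = wells holding fewer than 50 cells, flagged as toxic or sparse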;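 note: U2OS osteosarcoma cells stably expressing GPR55 and beta-arrestin-GFP; plate controls were DMSO negative control for no effect and LPI positive control for full effect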
P. falciparum M1AAP: P. falciparum M1AAP inhibitors, biochemical, fluorogenic H-Leu-NHMec substrate, 1536-well (AID 1445); recombinant M1AAP, H-Leu-NHMec fluorogenic kinetic assay; higher % means a stronger effect; one-dose inhibition, % at 30 µM; IC50 in µM for titrated hits; actives 0.42% (n = 220,000);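 active = primary inhibition above the hit cutoff, then over 50% inhibition at one or more dose response concentrations, cut at about 23% in these data, passing the limit was not always enough; inconclusive = conflicting primary data, or primary hits not chosen for dose response; inactive = low primary inhibition, or under 50% at every dose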;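 note: plate controls were DMSO full reaction for no effect and no enzyme background for full effect; strong numbers were not always called active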
Dynein transport cytoplasmic EGFP: further read-out of Dynein transport, marked with its call; z-score; measured here: cytoplasmic GR-EGFP intensity; stronger effect = higher value
Dynein transport nuclear GR-EGFP: further read-out of Dynein transport, marked with its call; z-score; measured here: nuclear GR-EGFP intensity;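 lower value marks the stronger effect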
Dynein transport cell count: further read-out of Dynein transport, marked with its call; z-score; measured here: cell count per field
The depositor's hits bear a star; ? = inconclusive; . = not tested or not shown; [ ] = remark or other dose. Cut-off read from the data, not from the text of the source, unless noted: active = inhibition above about 50%; inactive = the rest.

SMILES	P. falciparum M17LAP	NOD1 NF-kB reporter	KOR beta-arrestin-1	Dynein transport	Dynein transport cytoplasmic EGFP	Dynein transport nuclear GR-EGFP	Dynein transport cell count	AID2073	KOR beta-arrestin-2	HEK293 NOD2/NF-kB	GPR55 activation	P. falciparum M1AAP
COC(=O)c1ccccc1NC(=O)c1cc2sccc2n1C	-4%	-20%	-1.6%	-0.31	-0.24	0.2	0.42	0%	16%	6%	-0.1%	-2%
CC(CC(=O)N1CCN(c2ccc(C(F)(F)F)cn2)CC1)n1ccnc1 (stereo not drawn)	13%	-30%	-5.8%	-0.18	-0.25	-0.15	-0.18	2%	-14%	-1%	-0.3%	-2%
COc1cc(NC(=O)CN2C(=O)COc3ccc(S(=O)(=O)N4CCCC4)cc32)cc(OC)c1	.	1%	17%	.	.	.	.	6%	-34%	5%	-0.2%	.
CC(=O)c1ccc(OC(=O)C(CCS(C)(=O)=O)N2C(=O)c3ccccc3C2=O)cc1 (stereo not drawn)	4%	3%	-7.7%	-2.6	-0.13	-0.91	0.48	1%	20%	10%	0.2%	-2%
COc1ccc(-c2cc(NCCc3ccncc3)n3ncnc3n2)cc1	5%	3%	3.7%	-0.29	-0.12	0.13	0.19	7%	-8%	6%	-0.1%	4%
COc1ccccc1CNC(=O)c1ccc(N2CCOCC2)c([N+](=O)[O-])c1	9%	5%	1.2%	1.2	-0.12	0.24	-0.77	-12%	-22%	20%	0.1%	16%
CCN(c1ccccc1)S(=O)(=O)c1ccc(NC(=O)c2ccco2)cc1	-1%	-3%	0.5%	-1.2	-0.23	-0.31	0.26	0%	-8%[20 µM]	14%	0.0%	-4%
COc1ccc(C(C(=O)OCCN(C)C)c2ccccc2)cc1 (stereo not drawn)	5%	-17%	24%	-0.34	-0.22	-0.17	0.62	-3%	-9%	16%	0.0%	7%
O=C1COc2ccccc2CN1	-4%	-1%	2.0%	0.6	-0.091	1.3	-1.1	3%	-5%	8%	-0.1%	-4%
COc1cc(/C=c2\sc3n(c2=O)CCCN=3)ccc1O	27%	-3%	3.4%	0.97	-0.18	-0.59	0.077	-9%	-8%	-91%	0.0%	15%
CC1=C(C(=O)NCc2ccc(Cl)cc2)C2(CCC(C)CC2)OC1=O (stereo not drawn)	0%	1%	0.1%	-0.31	-0.25	0.68	-0.19	1%	5%	22%	-0.3%	4%
COc1cc2c(cc1NC(=O)CC1SC(N3CCCC3)=NC1=O)oc1ccccc12 (stereo not drawn)	19%	5%	1.4%	-1.8	-0.087	-0.49	2.4	2%	15%	8%	-1.0%	-4%
Cn1c(SCc2ccccc2F)nnc1-c1cnccn1	9%	-16%	2.5%	-0.13	-0.32	0.0095	0.21	0%	-9%	-48%	-0.2%	-1%
O=C(O)C1CCC(=O)N1Cc1ccc(F)cc1 (stereo not drawn)	-1%	3%	-9.4%	-0.11	-0.055	-0.2	0.4	-1%	15%	12%	-0.1%	6%
CCOC(=O)C1=C(C)N(CCCC(=O)O)C(=O)NC1c1ccc(OC)cc1 (stereo not drawn)	7%	-22%	-0.7%	0.13	0.48	0.45	0.62	-1%	-20%	0%	-0.1%	23%
CCOC(=O)c1c(C)nc(-c2ccccc2)nc1NC(=O)CC	12%	-46%	-0.3%	0.74	-0.28	-0.29	-0.98	-2%	-11%	-22%	0.0%	-8%
O=C(/C=C/c1ccc(OC2CSC2)cc1)c1ccc(Cl)cc1	-3%	-22%	5.7%	-0.12	-0.22	-0.52	-0.44	3%	-2%	3%	0.6%	3%
O=C(NC1CC2CCCC(C1)N2Cc1ccccc1)c1cccc(Cl)c1 (stereo not drawn)	.	-10%	-4.7%	.	.	.	.	10%	14%[20 µM]	8%	-0.3%	.
CCOC(=O)N1CCC(NC(=O)c2ccc3c(c2)sc2nc(-c4cccc(OC)c4)cn23)CC1	4%	-2%	-5.7%	0.45	-0.082	0.82	0.046	21%	2%	8%	0.3%	18%
O=C(COC(=O)c1cc(Cl)ccc1O)NCCNC(=O)COC(=O)c1cc(Cl)ccc1O	.	-9%	4.7%	.	.	.	.	16%	-13%	3%	0.2%	.
COc1ccc(CC(=O)O/N=C(\N)c2cccc([N+](=O)[O-])c2)cc1	5%	-8%	3.6%	-0.89	-0.26	-0.53	1.2	23%	-21%	0%	2.1%	5%
COc1ccc2cc(C(C)c3nc4ccccc4c(=O)n3N)ccc2c1 (stereo not drawn)	1%	1%	7.1%	-0.24	-0.3	0.5	0.5	15%	-2%	2%	0.4%	2%
CCn1c(CN2CCOCC2)nnc1SCC(=O)Nc1ccc(C)cc1	.	-7%	1.1%	.	.	.	.	9%	8%	-1%	-0.1%	.
CS(=O)(=O)NNC(=O)C1Cc2c(ccc3ccccc23)O1 (stereo not drawn)	.	-6%	-2.7%	.	.	.	.	8%	8%	19%	0.2%	.
CC(C)n1c(N2CCN(CC(=O)Nc3ccc4c(c3)OCCO4)CC2)nc2ccccc21	8%	7%	0.0%	-0.52	-0.24	0.06	0.75	1%	-12%	-5%	-0.2%	-1%
COc1ccccc1NC(=O)COC(=O)CCS(=O)(=O)c1ccc(C)cc1	.	-6%	-1.6%	.	.	.	.	13%	5%	20%	0.0%	.
Cc1ccc(C2=C/C(=C\c3cccnc3)C(=O)O2)cc1	1%	-1%	-2.8%	-0.069	-0.22	-0.0075	-0.0011	-4%	15%	3%	1.3%	2%
O=C(Cn1c(SCC(=O)NC2CCCC2)nnc1-c1ccncc1)Nc1ccc2c(c1)OCO2	13%	-39%	17%	-0.41	-0.21	-0.36	0.55	-1%	5%	-7%	-0.2%	5%
Cc1ccc(O)c(C=Nc2ccc3[nH]ncc3c2)c1	-9%	15%	-0.2%	2.4	-0.24	0.8	-1.3	25%	-19%	9%	-0.1%	12%
O=C(NNC(=S)Nc1ccccc1)c1cccc(Br)c1	-15%	-16%	6.3%	-0.67	-0.38	-0.036	-0.024	3%	-9%	-32%	0.2%	12%
CNCc1ccccc1Sc1ccc(O)c(O)c1	43%	-3%	3.5%	-1.1	0.00079	-0.72	0.64	42%	20%	12%	-0.2%	21%
NC(=O)c1ncc(C(F)(F)F)cc1Oc1cccnc1	19%	-14%	-7.3%	-0.66	-0.19	-0.39	0.67	10%	-13%	3%	0.0%	-1%
O=C(CCNS(=O)(=O)c1ccc(Cl)cc1)NCc1cccnc1	-11%	-12%	0.1%	-0.52	-0.21	-0.2	0.78	8%	-13%	0%	-0.1%	10%
CC(=O)Nc1ccc(NC(=O)COC(=O)c2cnccn2)cc1	-6%	-19%	-3.5%	-0.53	-0.33	-0.044	0.32	16%	4%	1%	0.2%	0%
CCOc1cc(CNCc2ccc(C(=O)O)cc2)ccc1OC	-1%	-30%	-0.2%	-0.27	-0.23	-0.053	-0.05	-3%	-17%	22%	-0.1%	1%
Cc1cc(C)nc(NC(=O)/C=C/c2ccccc2Cl)c1	-10%	-31%	-1.7%	0.12	-0.085	0.065	-0.45	0%	17%	-37%	0.1%	4%
O=C(CC1CCCCC1)NCc1ccco1	-3%	-14%	.	0.032	-0.3	0.11	1	13%	21%[20 µM]	-2%	0.3%	2%
O=c1[nH]c(CSc2nnc(-c3ccncc3)n2Cc2ccco2)nc2ccccc12	12%	-2%	-6.8%	0.05	-0.28	0.29	0.79	2%	7%	8%	-0.2%	4%
COc1ccc(Nc2nc(N)c([N+](=O)[O-])c(NCCO)n2)cc1	11%	-13%	0.5%	0.32	-0.21	0.72	-0.29	5%	30%	-5%	0.9%	11%
OCCCNc1ncnc2oc(-c3ccccc3)c(-c3ccccc3)c12	.	-4%	1.2%	.	.	.	.	11%	11%	2%	0.4%	.
CC(C)N1CCN(CC#Cc2ccccc2)CC1CCO (stereo not drawn)	-13%	-25%	.	-0.25	-0.17	-0.22	-0.94	-6%	-38%[20 µM]	-10%	-0.1%	5%
Cc1ccc(C)c(OCCn2cc(/C=C(\C#N)C(=O)NCc3cccs3)c3ccccc32)c1	1%	-50%	-2.0%	-0.42	-0.17	0.24	0.55	4%	28%	-11%	-0.3%	3%
CN(CC1CCCO1)S(=O)(=O)c1ccc(C(=O)Nc2ccc([N+](=O)[O-])cc2)cc1 (stereo not drawn)	.	-42%	10%	.	.	.	.	-2%	1%	14%	0.0%	.
CCCCN1CCNC1=S	2%	-10%	0.0%	0.5	-0.17	0.21	-0.077	5%	3%	-11%	0.4%	-4%
COc1cc2oc3ccccc3c2cc1N(CC(=O)N1CCCCC1)S(=O)(=O)c1ccc(C)cc1	-8%	-15%	1.9%	0.18	-0.24	0.5	0.87	1%	49%	-19%	-0.2%	0%
CC(=NC1CCN(Cc2ccccc2)CC1)c1c(O)[nH]c(=O)[nH]c1=O	13%	7%	3.9%	-0.93	-0.2	-0.48	0.55	1%	7%	11%	-0.1%	3%
Cc1ccc2cccc(S(=O)(=O)Nc3c(C)n(C)n(-c4ccccc4)c3=O)c2n1	-1%	.	-1.2%	1.5	-0.11	1.7	-1.4	?	21%	5%	0.2%	0%
CCCCSc1nc(N)c(C#N)c(-c2cccs2)c1C#N	12%	15%	17%	-0.88	0.06	0.059	0.25	20%	-21%	24%	-0.1%	6%
O=C(c1ccccc1)N1CCN(C(=O)c2cc3ccccc3oc2=O)CC1	.	-21%	-1.3%	.	.	.	.	10%	8%	17%	-0.2%	.
COc1ccccc1NC(=O)c1ccc2c(c1)N(CC(=O)NC(C)(C)C)C(=O)C(C)(C)O2	.	-11%	-0.8%	.	.	.	.	-5%	-19%	-7%	0.1%	.

2 entries from above, with values under each structure.
Order of results – P. falciparum M17LAP | NOD1 NF-kB reporter | KOR beta-arrestin-1 | Dynein transport | Dynein transport cytoplasmic EGFP | Dynein transport nuclear GR-EGFP | Dynein transport cell count | AID2073 | KOR beta-arrestin-2 | HEK293 NOD2/NF-kB | GPR55 activation | P. falciparum M1AAP
> CCCCSc1nc(N)c(C#N)c(-c2cccs2)c1C#N
  12% | 15% | 17% | -0.88 | 0.06 | 0.059 | 0.25 | 20% | -21% | 24% | -0.1% | 6%
> O=C(c1ccccc1)N1CCN(C(=O)c2cc3ccccc3oc2=O)CC1
  . | -21% | -1.3% | . | . | . | . | 10% | 8% | 17% | -0.2% | .

An excerpt. The share of hits here may be higher or lower than overall.
